Rpn11 inh: blocks the human proteasome subunit Rpn11; AID 588493; calls only at 20 µM; O00487; 360,000 compounds, 0.59% hits; human 26S proteasome, Ub4-pepOG fluorescence polarization; 20S core pre-blocked with epoxomicin;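 active means inhibition at 20 µM, scaled to each plate's controls, above about 33%, limit read from the data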
Target sequence (O00487 whole entry, looked up): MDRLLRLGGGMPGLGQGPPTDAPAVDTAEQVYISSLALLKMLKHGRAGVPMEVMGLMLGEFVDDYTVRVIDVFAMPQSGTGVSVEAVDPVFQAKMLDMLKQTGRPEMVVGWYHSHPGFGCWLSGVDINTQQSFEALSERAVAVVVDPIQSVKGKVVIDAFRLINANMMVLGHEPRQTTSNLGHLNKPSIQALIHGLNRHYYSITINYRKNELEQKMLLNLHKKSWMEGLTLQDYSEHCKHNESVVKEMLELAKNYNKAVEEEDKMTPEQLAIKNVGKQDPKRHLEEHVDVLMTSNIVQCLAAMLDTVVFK
FAS TE block: blocks the thioesterase domain of human fatty acid synthase. P49327. recombinant FAS-TE, OMFH fluorogenic substrate, fluorescence endpoint. inhibition, % at 15 µM. 360,000 compounds, 0.67% hits. AID 602261;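 active means compounds whose normalised, plate-corrected inhibition of enzyme fluorescence in the single-dose primary screen is 50% or more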;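 further: 0% = DMSO with enzyme and 100% = substrate without enzyme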
SKN-1 inh: blocks SKN-1 activity in C. elegans; AID 624304; 360,000 compounds, 0.49% hits; C. elegans VP596 Pgst-4::GFP/RFP ratio, acrylamide-induced, 24 h; inhibition, % at 21.8 µM;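 active means interference check ratio from 0.5 to 1.5 plus GFP to RFP signal ratio inhibition reaching or exceeding a fixed threshold, cut at about 30% in these data, passing the limit was not always enough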; further: some compounds called inactive have numbers as strong as hits
Rin1 Abl inh: blocks binding of human Rin1 to Abl. P00519+Q13671. TR-FRET Rin1/Abl binding, biochemical. inhibition, % at 7.35 µM. 360,000 compounds, 0.4% hits. AID 588664; in the data active means inhibition above about 5%, passing the limit was not always enough
Neddyl block: inhibitors of human cullin neddylation. TR-FRET cullin neddylation, biochemical. calls only at 25 µM. 360,000 compounds, 0.58% hits. AID 651699; in the data active means inhibition above about 36%
Target sequence (P61081 whole entry, looked up): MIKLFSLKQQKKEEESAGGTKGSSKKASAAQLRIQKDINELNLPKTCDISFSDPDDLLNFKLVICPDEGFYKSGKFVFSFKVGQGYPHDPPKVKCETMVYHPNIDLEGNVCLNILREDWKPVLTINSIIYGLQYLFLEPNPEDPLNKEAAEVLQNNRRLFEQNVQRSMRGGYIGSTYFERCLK
Target sequence (Q13564 whole entry, looked up): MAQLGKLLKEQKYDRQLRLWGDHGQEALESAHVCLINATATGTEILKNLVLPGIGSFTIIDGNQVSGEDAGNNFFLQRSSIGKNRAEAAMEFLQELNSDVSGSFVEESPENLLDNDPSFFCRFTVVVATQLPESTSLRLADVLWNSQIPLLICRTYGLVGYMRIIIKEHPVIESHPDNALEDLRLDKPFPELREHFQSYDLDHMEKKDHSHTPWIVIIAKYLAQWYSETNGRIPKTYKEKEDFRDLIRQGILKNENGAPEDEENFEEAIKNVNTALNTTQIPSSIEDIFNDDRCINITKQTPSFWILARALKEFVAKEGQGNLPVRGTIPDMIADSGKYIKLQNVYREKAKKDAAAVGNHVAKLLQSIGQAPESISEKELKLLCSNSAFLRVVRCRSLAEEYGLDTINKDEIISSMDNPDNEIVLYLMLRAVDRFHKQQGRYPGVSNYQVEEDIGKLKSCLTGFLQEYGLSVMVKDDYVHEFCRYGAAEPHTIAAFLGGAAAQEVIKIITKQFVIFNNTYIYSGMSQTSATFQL
MT1-MMP act inh: MT1-MMP (human) activation inhibition. GFP/RFP ratio change, % at 20 µM. P50281. 360,000 compounds, 0.061% hits. HT1080 RFP-PRO-GFP cells, GFP/RFP ratio fluorescence, overnight; percent of plate control window, DMSO zero;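 active means GFP/RFP ratio change of at least 30% with cell ATP level not reduced by more than half and red fluorescence within 50% of control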; further: strong numbers were not always called active
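Material: RFP-PRO-GFP reporter HT1080 cells. Dosing: single-point 20 µM compound, 1% DMSO. Controls: DMSO and RFP-L50D-GFP cell wells. Timing: cells overnight before dosing, compound overnight, 37 °C, 5% CO2. Measure: GFP/RFP fluorescence ratio.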
CSN deneddyl inh: inhibitors of human CSN-mediated cullin deneddylation. Q92905. Purified CSN, SCF-Nedd8-OG deneddylation, fluorescence polarization. inhibition, % at 12.5 µM. 360,000 compounds, 0.38% hits. AID 651999;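 active means pattern-corrected inhibition above about 35%, with an unprinted fluorescence ratio check between 0.5 and 1.5, limit read from the data, passing the limit was not always enough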;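 further: 0% = enzyme with substrate and 100% = substrate without enzyme; some results filed as inactive read as strong as hits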
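Test system: Human Csn5 produced in HEK293T cells | Compound: 12.5 µM single point | Times: 90 min, room temperature | Signal: Fluorescence polarization readout | Read-out basis: % inhibition of substrate cleavage by Csn5 | Controls: no-enzyme wells high, enzyme-with-substrate wells low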
PABP1 MLLE inh: blocks PAM2 peptide binding to the PABP1 MLLE domain. GST-MLLE / FITC-PAM2 fluorescence polarization. 360,000 compounds, 0.36% hits. AID 588489. P11940. inhibition, % at 20 µM; in the data active means inhibition above about 35%, passing the limit was not always enough;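 further: plate controls were DMSO wells with GST-MLLE for no effect and wells lacking GST-MLLE protein for full effect; some results filed as inactive read as strong as hits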
NadD inh: NadD (S. aureus) enzyme inhibition | purified NadD enzyme, colorimetric absorbance read-out | 360,000 compounds, 0.78% hits | inhibition, % at 20 µM; in the data active means inhibition above about 26%; further: some compounds past the cut are filed as inactive
Numbers without * were called inactive; i = inactive; . = not tested or not shown; + = active, no number. Not a hit list; about 3.9% have a hit in one of these screens.

SMILES	Rpn11 inh	FAS TE block	SKN-1 inh	Rin1 Abl inh	Neddyl block	MT1-MMP act inh	CSN deneddyl inh	PABP1 MLLE inh	NadD inh
Cc1cc2nc(SCC(=O)O)nc(C)c2cc1C	i	-6	7	-3	i	1	0	0	5
COCCn1c(SCC(=O)NC(=O)NC2CCCC2)nc2ccccc2c1=O	i	-2	5	-1	i	-4	-2	-16	-1
COC(=O)Nc1nnc(Cc2ccc(Cl)cc2)s1	i	-3	-18	-1	i	3	-5	0	6
O=C(CNC1CC1)Nc1cc(C(F)(F)F)ccc1Cl	i	-2	2	-4	i	1	-1	28	-4
CCOC(=O)c1ccc(S(=O)(=O)N2CCN(C(=O)c3nn(C)c(=O)c4ccccc34)CC2)cc1	i	-1	0	2	i	-4	-8	2	-6
CN(CCNC(=O)C1CCC(=O)N(Cc2cccc(F)c2)C1)CCc1ccccc1 (stereo not drawn)	i	-4	2	-3	i	4	3	-4	-4
CC(Sc1ncccn1)C(=O)NNC(=O)c1cccc(Cl)c1 (stereo not drawn)	i	-6	-14	0	i	-5	-4	6	0
CC(C(=O)Nc1ccccn1)(c1ccccc1)c1ccccc1	i	10	24	-3	i	1	-4	-12	3
NCC/C=C1/c2ccccc2CSc2ccccc21	i	-22	-20	-1	i	-7	-1	-1	0
O=[N+]([O-])c1cc(Cl)cc(/C=N/Nc2nc3ccccc3s2)c1O	i	32	14	3	i	11	-3	-4	7
CCOC(=O)C1CCN(c2ccc(-c3cccs3)nn2)CC1	i	-5	20	-4	i	1	0	9	-5
CC1CCCN(c2ccc(N)cc2C(N)=O)C1 (stereo not drawn)	i	-8	4	2	i	2	-1	6	-4
O=C(O)C1=C(C(=O)O)C2CCC1C2	i	-8	-1	5	i	-2	2	-7	0
COc1ccc(/C=C/c2ccc3ccccc3[n+]2C)cc1OC	i	-5	-2	-12	i	-27	-3	-149	18
CCOc1ccc(CCNC(=O)c2[nH]c(C)c(C(C)=O)c2C)cc1OCC	i	-11	1	-1	i	1	2	3	-2
CCn1c(CNC(=O)COc2ccc(C(C)C)cc2)nnc1SCC(=O)Nc1ccccc1	i	5	8	-1	i	-2	-1	-14	0
CCOC(=O)N1CCC(NC(=O)c2cccc3c2C(=O)N(c2ccc(OC)cc2)C3)CC1	i	2	12	-1	.	-1	1	-12	9
Nc1nonc1-n1nnc(C(=O)N/N=C/c2ccc(F)cc2)c1-c1cccs1	i	0	11	0	i	-7	3	12	3
O=C(C1CCCN(Cc2ccc(F)cc2)C1)N1CCCCC1 (stereo not drawn)	i	-2	-6	7	i	-3	-5	3	1
c1ccc(-c2ccc3nnnn3n2)cc1	i	10	-13	-3	i	5	-4	-1	-9

The last 2 entries of the part before lead into the next.
SMILES	Rpn11 inh	FAS TE block	SKN-1 inh	Rin1 Abl inh	Neddyl block	MT1-MMP act inh	CSN deneddyl inh	PABP1 MLLE inh	NadD inh
O=C(C1CCCN(Cc2ccc(F)cc2)C1)N1CCCCC1 (stereo not drawn)	i	-2	-6	7	i	-3	-5	3	1
c1ccc(-c2ccc3nnnn3n2)cc1	i	10	-13	-3	i	5	-4	-1	-9
CCSc1cc(N2CCCC2)nc(-c2ccccc2)n1	i	20	11	4	i	-1	3	1	7
O=C(C(c1ccccc1)c1ccccc1)N1CCN(Cc2ccncc2)CC1	i	-5	-4	2	i	1	-1	4	4
Cc1ccc(S(=O)(=O)NN2C(=O)/C(=C\c3ccc(Cl)cc3)SC2=S)cc1	i	28	3	2	i	2	5	0	11
CCOc1ccc(C2/C(=C(/O)c3ccc4c(c3)CC(C)O4)C(=O)C(=O)N2CC2CCCO2)cc1 (stereo not drawn)	i	-6	-5	-1	i	2	2	-9	10
COc1ccc(OC)c(NC(=O)COc2cc(O)c3c(c2)OC(C)(C)CC3=O)c1	i	20	2	-1	i	-1	3	-6	-2
N#Cc1c(SCc2c(Cl)cccc2Cl)nc(N)[nH]c1=S	i	10	0	0	i	2	0	31	30*
Cc1ccc(NC(=O)c2ncn(CCCNCCCN(C)C)n2)cc1C	i	-8	-6	-1	i	6	1	0	-2
O=C1CCCc2c1cc(C(=O)NCc1ccco1)c(=O)n2-c1ccccc1	i	7	-5	4	i	2	-2	12	1
COc1ccc(C(C#N)CC(=O)c2ccc(OC)c(OCc3ccccc3)c2)cc1OC (stereo not drawn)	i	13	-5	-1	i	7	-2	-4	-4
Cc1ccc(Nc2c(-c3ccccc3)nc3cnccn23)cc1	i	17	7	-2	.	10	4	9	-6
CCN1CCN(CC(O)COc2cccc(OC)c2)CC1 (stereo not drawn)	i	-7	-5	0	i	-2	-2	8	-4
CCC(CC)CN1C(Nc2ccccc2)=NC[C@@H]1C	i	-12	7	-3	i	4	-3	7	3
Cc1cc(C(=O)Nc2ccon2)cs1	i	-10	-9	-1	i	-2	-7	-7	-4
CCN(Cc1nc(-c2ccc(OC)cc2)no1)C(=O)c1ccoc1C	i	0	1	1	i	1	-5	-6	-7
COc1ccc2[nH]c(CN3CCC(n4nccc4NC(=O)C4CC4)CC3)c(C)c2c1	i	-3	2	5	i	1	3	-6	-10
CC(/C=N/NC(=O)NC1CCCCC1)=C\c1ccccc1	i	11	16	1	i	-5	9	-9	-6
COc1cccc(-c2nnc(NC(=O)C(C)C)o2)c1	i	-13	-2	0	i	0	-1	11	-1
CC(C)=CCN1CCN(Cc2cccn2-c2ncccn2)CC1CCO (stereo not drawn)	i	-5	5	-3	i	-2	-4	-1	-4
CC1CC(C)CN(CCCNC(=O)c2ccc(CNS(=O)(=O)c3ccc(F)cc3)cc2)C1 (stereo not drawn)	i	-7	29	0	i	4	-1	-2	-5
O=C(CNC(=O)c1cccs1)N/N=C/c1ccc(O)cc1O	i	0	2	-2	i	-6	-10	-6	-3
Cc1ccc(NC(=O)c2ccc([N+](=O)[O-])cc2)cc1S(=O)(=O)N(C)C	i	6	-10	1	i	1	-1	-4	-9
O=C(C(Cl)Cl)N1c2ccccc2OCC1c1ccccc1 (stereo not drawn)	i	13	-20	-4	i	1	7	-4	0
CNC(=O)c1ccc(NC(=O)CN2c3cccc4cccc(c34)S2(=O)=O)cc1	i	-4	37	-1	i	1	7	-22	-3
CSc1ccccc1NC(=O)CN1CCCCC1C (stereo not drawn)	i	0	-14	2	i	1	-2	-18	-2
CCCCNC(=O)c1ccccc1NC(=O)C1=C(C)OCCS1	i	1	18	0	i	-3	0	-12	-6
CCOc1ccc(NC(=O)N(O)C2(C#N)CCCCC2)cc1	i	-9	7	2	i	1	2	-3	3
O=C(Oc1ccc([N+](=O)[O-])cc1)c1ccc2ccccc2n1	i	-1	7	-2	i	-2	2	29	-1
O=C(NCCn1cccn1)C1CCC(=O)N(CCc2ccccc2)C1 (stereo not drawn)	i	-2	10	1	i	-2	4	-1	-1
CCCCNC(=O)C(NC(=O)c1ccc(=O)[nH]c1)C(=O)c1ccccc1 (stereo not drawn)	i	-6	12	2	i	2	1	-9	0
COc1ccc2c(c1)cc(C)c1nnc(SCC(=O)N(C)c3nc(-c4ccccc4)cs3)n12	i	-2	-17	3	i	5	-2	-19	-1
O=C(NC1CC2CCC(C1)N2C(=O)NCc1ccccc1)C1CC1 (stereo not drawn)	i	-7	-12	7	i	-3	4	4	-2
Cc1cccc(NC(=O)C(C)SCc2nc3sc4c(c3c(=O)[nH]2)CCCC4)n1 (stereo not drawn)	+	-7	4	-1	i	-27	9	-39	4
COc1ccc(OCCCC(=O)Nc2ccc3c(c2)OCCO3)cc1	i	-2	2	6	i	10	-3	9	-4
O=C(O)c1cc(NC(=O)c2ccco2)cc(NC(=O)c2ccco2)c1	i	-4	10	-3	i	0	0	-6	6
C/C(=N\NC(=O)c1ccccc1OCc1ccc(F)cc1)c1ccccn1	i	39	19	2	i	-1	-6	11	2
CC(C)NC(=O)Nc1cccc(Cl)c1	i	-7	-3	-2	i	3	-4	5	-4
O=C(O)c1cn(-c2ccccc2)nc1-c1ccc(Cl)cc1	i	-6	8	5	i	0	4	-2	-7
Cc1c(Cl)c(C(F)(F)F)nn1CC(=O)NCc1ccco1	i	1	4	1	i	1	0	8	-3
COC(=O)c1cc(NC(=O)CSC2=NCCS2)cc(C(=O)OC)c1	i	-6	3	0	i	-1	2	18	1
O=C(CSc1nc2ccccc2s1)NNC(=S)Nc1ccc(Br)cc1	i	-4	9	0	i	4	0	29	4
COc1ccc(-c2n[nH]c(=S)n2-c2ccc(C)cc2C)cc1	i	-5	4	0	i	3	1	0	2
CCN(C(=O)CSc1ncccn1)c1cccc2ccccc12	i	-2	9	1	i	0	0	2	-5
O=C(Nc1ccc(S(=O)(=O)Nc2nccs2)cc1)c1cc(=O)[nH]c2ccccc12	i	-2	-8	-3	i	-3	4	-2	-1
CCCCN1C(=O)C(CC(=O)NCCN2CCOCC2)CC(C(=O)N(C)C)=C1C (stereo not drawn)	i	-12	-1	-1	i	1	0	-8	0
O=C(CSCc1cnn(-c2ccccc2)c1-n1cccc1)NCc1ccccn1	i	-1	-1	-2	i	-4	-4	-12	-7
C=CCC1NS(=O)(=O)OC2CCCCC12 (stereo not drawn)	i	-20	6	1	i	2	-2	9	-2
CN1CCN(c2ncnc3c2ncn3[C@H]2CN(Cc3ccc(C(=O)O)cc3)C[C@@H](CO)O2)CC1	i	1	3	3	i	-5	-2	4	3
O=C(Nc1ccc(Cl)cc1C(=O)O)c1ccc2c(c1)C(=O)N(Cc1ccco1)C2=O	i	-138	6	5	i	2	12	9	7
CCN(CC)CCCn1c2c(c(SCC(=O)Nc3cccc(C)c3C)nc1=O)CCC2	i	-1	8	0	i	-3	1	-3	-3
COc1cc(C(=O)NCc2ccc(-n3cccc3)cc2)cc(OC)c1OC	i	4	11	3	i	5	-8	14	-4
c1cn2c(-c3ccc(N4CCOCC4)cc3)cncc2n1	i	-7	10	-9	i	2	1	-18	-4
CNc1sc(C(=O)c2ccccc2F)c(N)c1-c1nc2ccccc2s1	i	7	-3	-1	i	3	8	41*	4
Cc1cc(Br)ccc1NC(=O)CN(C)C(=O)C1CCN(C(=O)c2ccc(Cl)cc2)CC1	i	-3	12	-1	i	10	3	2	1
CCOc1ccccc1C(=O)NCCN1CCC(n2c(=O)[nH]c3ccccc32)CC1	.	-8	11	.	i	11	1	.	-3
Cc1c(CNCCc2ccccc2Cl)c(C(=O)O)c(C)n1-c1ccccc1	i	-8	16	-1	i	0	3	-19	-1
CCCOc1ccccc1N/C(=N/c1nc(C)cc(C)n1)NC(=O)COc1ccc(OC)cc1	i	22	5	-1	i	-3	-3	3	17

Full records as entered above:
C=CCC1NS(=O)(=O)OC2CCCCC12 (stereo not drawn) reads Rpn11 inh = i; FAS TE block = -20; SKN-1 inh = 6; Rin1 Abl inh = 1; Neddyl block = i; MT1-MMP act inh = 2; CSN deneddyl inh = -2; PABP1 MLLE inh = 9; NadD inh = -2
CCOc1ccccc1C(=O)NCCN1CCC(n2c(=O)[nH]c3ccccc32)CC1 reads Rpn11 inh = .; FAS TE block = -8; SKN-1 inh = 11; Rin1 Abl inh = .; Neddyl block = i; MT1-MMP act inh = 11; CSN deneddyl inh = 1; PABP1 MLLE inh = .; NadD inh = -3

Source: PubChem BioAssay (several laboratories)
